# Nrf2 ARE act = activates Nrf2 signaling. AREc32 ARE-luciferase reporter (MCF7-derived line), luminescence, 24 h. Potency, µM (series often up to 46.1 µM), for inactives: at the highest dose activation, most hits filed as activators. 410,000 compounds, 0.31% hits. AID 624171; further: potency means the concentration at half of the fitted maximal effect; % of control where 0% means no effect; nearly all actives have a fitted effect of over 65% in size
#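 Each well held 1000 AREc32 cells, which were incubated with compound for 24 hr at 37 deg C after overnight attachment, and ARE reporter activity was quantified by firefly luciferase luminescence.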
# HepG2 viability = HepG2 cytotoxicity, counter-screen for TGF-b inhibitors | HepG2 CAGA-GFP viability, ATP luminescence, 18 h | Potency, µM (doses to about 46.1 µM), for inactives: at the highest dose activity change, negative = cytotoxicity, most hits filed as cytotoxic | 410,000 compounds, 0.76% hits; further: potency means the concentration at half of the fitted maximal effect; some results filed as inactive show a strong effect at the top dose
#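 HepG2 CAGA-GFP cells (1000/well, DMEM with 1% FBS) received compound, then TGF-beta at 500 pg/mL final, and were incubated 18 hours at 37 degrees C. Viability was read by CellTiter-Glo luminescence. Media-only wells were set as complete cell-killing and DMSO as no toxicity.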
# TGFb inhibitor = inhibitors of TGF-b signaling. 410,000 compounds, 1.2% hits. HepG2 CAGA-GFP TGF-b/SMAD3 reporter, GFP fluorescence, 18 h; TGF-beta stimulated, 500 pg/mL final. Potency, µM (titrated, usually from 46.1 µM), for inactives: at the top dose activity, negative = inhibition, most hits filed as inhibitors; further: potency means the concentration at half of the fitted maximal effect; on the % scale 0 is the no-effect control and ±100 the full control effect; nearly all actives have a fitted effect of over 65% in size
#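 TGF-beta reporter screen: HEPG2 CAGA-GFP, 1% FBS, 500 pg/mL TGF-beta final, 18 h; per-cell GFP summed per well; curves fitted and categorized by class.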
# A549 tox = counter-screen for Nrf2 inhibitors: cytotoxicity in A549 cells | A549 ARE-Fluc cells, CellTiter-Fluor viability, 18-24 h | Potency, µM (titrated, usually from 46 µM), for inactives: top-dose activity change, negative = cytotoxicity, usual class: inhibitors | 390,000 compounds, 0.16% hits; further: potency means the concentration at half of the fitted maximal effect; on the % scale 0 is the no-effect control and ±100 the full control effect
#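 Cytotoxicity counterscreen: CellTiter-Fluor fluorescence was measured in A549 ARE_Fluc cells after 18-24 h of compound exposure in a concentration series. The subsequent BugLite luminescent read reports ARE-luciferase activity.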
# ATXN2 expr inh = ATXN2 expression inhibition; Potency, µM (series often up to 57 µM), for inactives: at the highest dose activity change, negative = inhibition, usual class: inhibitors; HEK-293 ATXN2-luciferase reporter, luminescence, 24 h; 360,000 compounds, 0.72% hits; further: potency means the concentration at half of the fitted maximal effect; on the % scale 0 is the no-effect control and ±100 the full control effect; nearly all actives have a fitted effect of over 55% in size
#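 qHTS (up to 57 uM final) was run with 24 h compound exposure of reporter cells at 37 °C. Each well was multiplexed: SteadyGlo luminescence measured ATXN2-luciferase expression after a fluorogenic Gly-Phe-AFC viability readout (25 uM final).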
# ATXN viability = viability counter-screen for ATXN expression inhibitors. Potency, µM (top dose mostly 56.7 µM), most hits filed as cytotoxic. S2 cells (HEK-293 line with an ATXN2-luciferase reporter) viability, CellTiter-Fluor protease fluorescence, 24 h. 400,000 compounds, 0.49% hits; further: potency means the concentration at half of the fitted maximal effect; nearly all actives have a fitted effect of over 40% in size
# IL1B secr inh = blocks inflammasome-driven IL-1 beta release | THP-1 LPS/ATP IL-1B secretion, AlphaLISA, 16 h; active compounds read low | activity change, % at 57.5 µM | 360,000 compounds, 4.7% hits | AID 743279; in the data active means activity change below about -50%; inconclusive means mostly about -30% to -49%; further: on the % scale 0 is the no-effect control and ±100 the full control effect
#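 THP-1 cells pretreated 1 hr with compounds (up to 57.5 uM final), then stimulated with LPS (250 ng/mL final) plus ATP (1.25 mM final); secreted IL-1B measured by AlphaLISA after 16 hr, decreased signal indicating inhibition.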
# Nrf2 block = blocks Nrf2 signaling. A549 ARE-Fluc reporter, luciferase luminescence, 18-24 h. Potency, µM (series often up to 46 µM), without a hit: at the highest dose activity change, negative = inhibition, hits mostly inhibitors. 360,000 compounds, 2.1% hits; further: potency means the concentration at half of the fitted maximal effect; on the % scale 0 is the no-effect control and ±100 the full control effect; nearly all actives have a fitted effect of over 60% in size
#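 Cells were seeded and rested 2 h, then exposed to compounds for 18-24 h. CellTiter-Fluor was read first as a viability measure. BugLite was added 15 min before the final luminescent read of ARE-luciferase activity in A549 cells.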
# MCF10A rereplic = inducers of DNA re-replication in MCF 10A breast cells; MCF 10A DNA re-replication, Hoechst nuclear intensity, 48 h; AID 624296; Potency, µM (series often up to 46.1 µM), for the others: at the top dose activity, positive = re-replication, usual class: activators; 350,000 compounds, 2.9% hits; further: potency means the concentration at half of the fitted maximal effect; % of control where 0% means no effect; nearly all actives have a fitted effect of over 50% in size
# * hit, by the source's call; i = inactive; ? = inconclusive; nt = no result given; [ ] = dose if it differs, or a comment. Unless noted, the call rests on the fitted dose curve; in most records, active means well fitted curve in the direction sought with a large enough effect; inconclusive means small, poorly fitted or top-dose-only effect, or another doubt; inactive means no such curve, though single readings can be large; an effect the other way counts as inactive or inconclusive.
# Second line of a record – HepG2 viability	Nrf2 block	ATXN viability	A549 tox	TGFb inhibitor	IL1B secr inh	Nrf2 ARE act	ATXN2 expr inh	MCF10A rereplic
> COC(=O)c1ccc(NC(=O)CSCc2ccc(C)cc2)cc1
    -24%	nt	i	13%	-4%	1	0.1%	-8%	-24%
> N#C/C(=C\c1ccccc1[N+](=O)[O-])C(=O)NC1CCCCC1
    -2%	-2%	i	0%	-7%	-72*	?	-3%	?
> COc1cc2c(cc1OC)CN(C(=O)CCOc1ccccc1C)CC2
    -23%	-12%	i	?	-19%	37	0.1%	-28%	?
> COc1ccc(CCN(C)CC(=O)Nc2ccc(F)c(Cl)c2)cc1OC
    -4%	8%	i	21%	19%	-58*	0.2%	-23%	14%
> CCn1cc(CN2CCC(C(=O)Nc3ccc(Oc4ccccc4F)cc3)CC2)cn1
    -33%	nt	i	nt	-11%	24	5.8%	nt	nt
> NC(CCc1ccccc1)c1csc(Nc2cnccn2)n1 (stereo unspecified)
    -19%	nt	?	nt	-18%	-24	4.3%	?	nt
> Cc1cc(C(=O)O)c(CSCc2cc(C(=O)O)oc2C)o1
    -20%	-1%	i	2%	1%	-4	-0.2%	1%	-1%
> Cc1ccc2nc(SC(C)C(=O)NCc3ccc4c(c3)OCO4)[nH]c2c1 (stereo unspecified)
    -21%	-25%	i	-4%	-13%	6	0.3%	-7%[11.3 µM]	1%
> COc1ccc(-c2cc(C(=O)N/N=C/c3cccnc3)c3ccccc3n2)c(OC)c1
    3%	?	i	-4%	-15%	-6	-0.6%	111%[activator]	?
> Cn1cc(/C=C2/SC(=O)N(c3ccccc3)C2=O)c2ccccc21
    0%	?	?	-7%	2%	4	12%	26%	5%

# Next part (four carried over from the part before).
# Second line of a record – HepG2 viability	Nrf2 block	ATXN viability	A549 tox	TGFb inhibitor	IL1B secr inh	Nrf2 ARE act	ATXN2 expr inh	MCF10A rereplic
> Cc1cc(C(=O)O)c(CSCc2cc(C(=O)O)oc2C)o1
    -20%	-1%	i	2%	1%	-4	-0.2%	1%	-1%
> Cc1ccc2nc(SC(C)C(=O)NCc3ccc4c(c3)OCO4)[nH]c2c1 (stereo unspecified)
    -21%	-25%	i	-4%	-13%	6	0.3%	-7%[11.3 µM]	1%
> COc1ccc(-c2cc(C(=O)N/N=C/c3cccnc3)c3ccccc3n2)c(OC)c1
    3%	?	i	-4%	-15%	-6	-0.6%	111%[activator]	?
> Cn1cc(/C=C2/SC(=O)N(c3ccccc3)C2=O)c2ccccc21
    0%	?	?	-7%	2%	4	12%	26%	5%
> O=C(Nc1nc(-c2ccc(Br)cc2)ns1)c1ccc(F)cc1
    -16%	-28%	nt	5%	-22%	nt	-0.3%	nt	nt
> Cc1cccc(NC(=O)C2SC(=Nc3c(C)cccc3C)C(C(=O)N3CCOCC3)=C2N)c1 (stereo unspecified)
    -16%	-11%	i	-1%	-7%	5	?	1%	?
> O=C(CC1N=C2c3ccccc3N=C(SCc3ccccc3Cl)N2C1=O)NCc1cccs1 (stereo unspecified)
    -15%	nt	nt	-13%	0%	nt	4.4%	nt	nt
> CC(=O)Oc1cccc(C(=O)Nc2ccccc2C(=O)N2CCCC2)c1
    0%	3%	i	0%	-1%	-1	-0.6%	6%	7%
> CC(C)Cn1nc(NS(=O)(=O)c2ccccc2)c2cc3ccccc3nc21
    -18%	5%	nt	-2%	0%	-12	-0.4%	nt	0%
> O=C(Nc1cccc(C(=O)O)c1)/C(=C\c1ccc2c(c1)OCO2)NC(=O)c1ccc(Br)cc1
    23%	-2%	i	4%	-9%	15	0.2%	4%	9%
> CCCNS(=O)(=O)c1ccc(OCC(=O)NCCCOC)cc1
    3%	0%	i	-1%	3%	24	0.2%	1%	-11%
> Cc1ccc(SCC(=O)NC(=O)NC(C)C)c(C)c1
    14%	-4%	i	0%	4%	-1	-0.5%	1%	23%
> O=C(NCCc1ccccc1)C1CCC(CNS(=O)(=O)c2cccc3cccnc23)CC1 (stereo unspecified)
    -37%	18%	i	5%	-27%	-15	-0.4%	15%	-4%
> COCCc1ncc(CN2CCCCC2C(=O)Nc2ccc(Oc3ccccc3)nc2)cn1 (stereo unspecified)
    5%	-11%	i	1%	12%	2	-0.7%	4%	4%

# Second line of a record – HepG2 viability	Nrf2 block	ATXN viability	A549 tox	TGFb inhibitor	IL1B secr inh	Nrf2 ARE act	ATXN2 expr inh	MCF10A rereplic
> O=C(Nc1cccc2c1[nH]c1ccccc12)C(F)(F)F
    -45%	7%	i	?	-7%	?	4.8%	4%	4%
> COc1cc2ccccc2cc1C(=O)Nc1cccnc1
    -27%	?	i	2%	0%	0	5.3%	46%[activator]	-5%
> CCOC(=O)C1CCCN(Cc2c(C(=O)N3CCCCC3)nc3c(C)cccn23)C1 (stereo unspecified)
    0%	7%	i	-6%	12%	18	3.2%	-1%	12%
> CCNc1nnc(SCC(=O)c2c(N)n(C3CC3)c(=O)[nH]c2=O)s1
    20%	-6%	i	4%	26%	-2	-0.3%	nt	-1%
> CCC(=O)N1CCN(c2ccc(NC(=O)c3ccc4c(c3)OCO4)cc2)CC1
    3%	-4%	?	-3%	-9%	0	-1.3%	?	0%
> CC(C)=N/N=C1/NC(=O)C(c2ccccc2)S1 (stereo unspecified)
    -8%	-14%	i	0%	?	0	5.6%	-18%	-5%
> Cc1c(Cl)cccc1NC(=O)NCc1ccc(C)n1C
    -6%	-3%	?	-3%	-11%	0	0.8%	nt	0%
> O=S(=O)(c1ccc2c(c1)nc(COc1ccc(Cl)cc1)n2CC1CCCO1)N1CCOCC1 (stereo unspecified)
    -29%	10µM*	i	-19%	?	-17	2.0%	-6%	10%
> CC(=O)Nc1ccc(S(=O)(=O)N[C@@H](C)C(=O)OCC(=O)c2ccc[nH]2)cc1
    3%	2%	?	0%	19%	13	-0.4%	-10%	-4%
> C[C@H](NC(=O)C1CC(=O)N(c2ccc3c(c2)OCO3)C1)C(=O)NCc1ccco1 (stereo partly specified)
    8%	2%	i	0%	2%	4	0.3%	4%	-4%

# Second line of a record – HepG2 viability	Nrf2 block	ATXN viability	A549 tox	TGFb inhibitor	IL1B secr inh	Nrf2 ARE act	ATXN2 expr inh	MCF10A rereplic
> COc1cccc(N2CCN(C(=O)c3oc4ccccc4c3NC(=O)CCc3cc(OC)no3)CC2)c1
    -7%	-10%	i	-1%	-5%	10	0.0%	-6%	0%
> CC(Sc1ccccc1F)C(=O)Nc1ccc2c(c1)OCCO2 (stereo unspecified)
    4%	?	i	-1%	-2%	-4	0.0%	40%[activator]	-7%
> Cc1[nH]c(=S)n(CC2CCCO2)c1C (stereo unspecified)
    -37%	-4%	i	2%	?	3	0.6%	-1%	5%
> COC(=O)c1c(C)oc(C)c1S(=O)(=O)NCc1ccc(Cl)cc1Cl
    1%	5%	?	-1%	-1%	-17	-0.5%	-16%	2%
> Cc1cc(C)n(CCCNC(=O)C2CCC(=O)N(CCc3ccc(Cl)cc3)C2)n1 (stereo unspecified)
    -3%	17%	i	1%	1%	3	1.4%	6%	1%
> CCOC(=O)CN1C(=O)CCSc2ccc(Cl)cc21
    -6%	-5%	i	5%	-11%	41	0.1%	-6%	-1%
> COc1ccc(CCNC(=O)c2ccc(OCc3c(C)noc3C)cc2)cc1OC
    -3%	?	i	-1%	-3%	-1	0.4%	nt	-1%
> COc1ccccc1NC(=O)Cn1nc(Cc2cccnc2)c2ccccc2c1=O
    5%	-5%	i	2%	3%	-4	2.9%	11%	?
> OC(c1ccccc1)(c1ccccc1)c1ccn[nH]1
    -2%	-13%	i	18%	-1%	33	-0.6%	2%	?
> O=S(=O)(NCc1ccccn1)c1ccc(Cl)c(C(F)(F)F)c1
    -7%	-3%	i	-2%	7%	27	0.1%	-6%	4%

# Second line of a record – HepG2 viability	Nrf2 block	ATXN viability	A549 tox	TGFb inhibitor	IL1B secr inh	Nrf2 ARE act	ATXN2 expr inh	MCF10A rereplic
> CC(=O)Nc1ccc(NC(=O)C(C)O/N=C/c2cccc([N+](=O)[O-])c2)cc1 (stereo unspecified)
    -20%	-13%	i	-3%	0%	-4	-0.1%	-6%	1%
> Cc1noc(C)c1C(=O)Nc1ccc(F)cc1
    -4%	-6%	i	0%	-3%	-2	0.4%	5%	-4%
> CCOc1ccc(CCNC(=O)CCCn2nc(C)c3sc4ccccc4c3c2=O)cc1OCC
    -8%	26%	nt	0%	-1%	nt	-0.1%	nt	nt
> COc1ccc(Cn2nnnc2C(c2cccnc2)N2CCN(c3ccc(O)cc3)CC2)cc1 (stereo unspecified)
    -2%	-24%	i	-1%	-1%	24	-0.4%	-17%	?
> COc1ccc(NS(=O)(=O)c2csc(C(N)=O)c2)cc1
    6%	1%	i	-8%	1%	59	0.1%	-15%	10%
> Cc1ccc(C(=O)c2no[n+]([O-])c2C(=O)c2ccc(C)cc2)cc1
    -80%	2%	nt	-5%	?	-91*	2.8%	?	7.3µM*
> CCOC(=O)c1ccc(-n2c(CCC(=O)O)ccc2-c2ccc(Br)cc2)cc1
    -74%	-6%	nt	-1%	?	nt	14%	nt	nt
> O=C(C1CCCN(S(=O)(=O)c2cccnc2)C1)N1CCN(c2ccccn2)CC1 (stereo unspecified)
    -3%	?	i	3%	0%	50	-0.6%	-4%	-4%
> Cc1c(C(=O)Nc2ccc(S(=O)(=O)NCC3CCCO3)cc2)cccc1[N+](=O)[O-] (stereo unspecified)
    -8%	?	i	2%	-10%	-14	-0.8%[9.22 µM]	-22%	-3%
> CCOC(OCC)c1ccc(/C=C\c2nccc(N)n2)cc1
    -57%	?	?	16%	3%	12	3.1%	nt	-1%
> Cc1cc(Nc2cccc(C(F)(F)F)c2)nc2ccc(NC(=O)c3cccc(Cl)c3)cc12
    13µM*	26µM*	i	18µM*	?	nt	-2.3%	?	nt
> Fc1ccc(C2CCNCC2COc2ccc3c(c2)OCO3)cc1 (stereo unspecified)
    11µM*	-1%	?	-13%	?	-97*	2.7%	?	?
> CCc1ccccc1NC(=O)C(C)n1c(=O)cc(C)c2c(C)nn(-c3ccccc3)c21 (stereo unspecified)
    2%	29%	i	-8%	8%	nt	-0.4%	7%	nt
